CF NFkB inh – inhibitors of cystic fibrosis induced NF-kB. KKLEB NF-kB-GFP reporter, PAF-induced, GFP fluorescence overnight. inhibition, % at 5 µM. actives 0.86% (n = 360,000);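 active = at least 50% inhibition at 5 µM, scaled per plate between neutral and stimulator controls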;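 note: PAF is a Pseudomonas aeruginosa culture filtrate used as stimulus; plate controls were PAF-stimulated DMSO wells for no effect and unstimulated DMSO wells for full effect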
Shn3 3UTR inh – Schnurri-3 reporter inhibition in Clone20 osteoblasts; inhibition, % at 12.5 µM; Clone20 osteoblast Shn3 3'UTR firefly luciferase, 24 h; actives 0.52% (n = 360,000);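 active = mean inhibition of at least 75% with every replicate also reaching 75%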;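 note: 0% = median of neutral control wells and 100% = pilot-screen positive control compound; some compounds past the cut are filed as inactive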
NR2E3 ag-1 – activates human NR2E3 receptor. Q9Y5X4. CHO-S Gal4-NCOR/VP16-NR2E3 two-hybrid, luciferase. inhibition of corepressor binding, % at 3.98 µM. actives 0.35% (n = 360,000). AID 602229;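 active = inhibition above the mean of all tested compounds plus 3 SD, cut at about 70% in these data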;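 note: 0% = DMSO with NR2E3 transfected cells and 100% = cells lacking NR2E3 construct; higher means lower luciferase signal from less NR2E3 corepressor binding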
Target sequence (Q9Y5X4 whole entry, looked up, the tested form may be a part): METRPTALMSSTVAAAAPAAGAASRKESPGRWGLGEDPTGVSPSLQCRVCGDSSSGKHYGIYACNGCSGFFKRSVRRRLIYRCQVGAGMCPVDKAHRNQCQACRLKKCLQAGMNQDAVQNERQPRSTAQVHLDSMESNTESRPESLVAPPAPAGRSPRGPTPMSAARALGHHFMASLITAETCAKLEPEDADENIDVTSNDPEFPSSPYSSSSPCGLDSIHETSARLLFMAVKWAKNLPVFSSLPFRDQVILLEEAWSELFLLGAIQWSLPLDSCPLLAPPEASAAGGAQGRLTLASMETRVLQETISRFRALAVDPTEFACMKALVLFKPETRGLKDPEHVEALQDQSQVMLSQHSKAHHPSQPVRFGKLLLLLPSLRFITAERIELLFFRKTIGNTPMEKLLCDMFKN
NR2E3 ag-2 – agonists of human nuclear receptor NR2E3; Q9Y5X4; GST-NR2E3/biotin-RetCOR TR-FRET, 1536-well; inhibition of corepressor binding, % at 4.78 µM; actives 0.12% (n = 320,000); AID 2300;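 active = percent inhibition above the cutoff of mean plus 3 SD of all tested compounds, set per screening campaign, cut at about 20% in these data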;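 note: 0% = DMSO wells and 100% = biotin wells as full block of FRET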
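System: GST-tagged NR2E3 plus biotinylated RetCOR corepressor; Amount: 1.35 nM GST-tagged NR2E3 final; Dosing: single nominal compound dose of 4.8 µM; Schedule: 5 h incubation at 4 °C; Technique: TR-FRET with europium anti-GST and streptavidin-D2, 340 nm excitation; Controls: biotin wells as high control, 0.6% DMSO wells as low control.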
KKLEB tox – counter-screen for CF NF-kB inhibitors: cytotoxicity | KKLEB CF airway cells viability, ATPlite luminescence, overnight; hits give low values; cells stimulated with P. aeruginosa culture filtrate | activity change (cytotoxicity), % at 5 µM | actives 0.36% (n = 360,000) | AID 602141;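 active = corrected activity change at or below -50% at 5 µM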
TRPM1 prom inh – MITF TRPM1 promoter inhibition in SK-MEL-5 cells; SK-MEL-5 TRPM1 promoter luciferase, 24 h; inhibition, % at 12.5 µM; actives 0.83% (n = 330,000);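 active = mean inhibition across replicates of 60% or more, whatever share of single replicates reaches that level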; note: values of inactives mirror those of a sister screen read the other way
PDI turbidity – inhibitors of human protein disulfide isomerase; AID 588391; inhibition, % at 10 µM; actives 0.052% (n = 350,000); PDI insulin aggregation turbidity, A650, 90 min; P07237;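 active = mean inhibition across replicates of 30% or more, whatever share of single replicates reach that level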;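 note: absorbance from insulin aggregation driven by PDI reduction with DTT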
Target sequence (P07237 whole entry, looked up): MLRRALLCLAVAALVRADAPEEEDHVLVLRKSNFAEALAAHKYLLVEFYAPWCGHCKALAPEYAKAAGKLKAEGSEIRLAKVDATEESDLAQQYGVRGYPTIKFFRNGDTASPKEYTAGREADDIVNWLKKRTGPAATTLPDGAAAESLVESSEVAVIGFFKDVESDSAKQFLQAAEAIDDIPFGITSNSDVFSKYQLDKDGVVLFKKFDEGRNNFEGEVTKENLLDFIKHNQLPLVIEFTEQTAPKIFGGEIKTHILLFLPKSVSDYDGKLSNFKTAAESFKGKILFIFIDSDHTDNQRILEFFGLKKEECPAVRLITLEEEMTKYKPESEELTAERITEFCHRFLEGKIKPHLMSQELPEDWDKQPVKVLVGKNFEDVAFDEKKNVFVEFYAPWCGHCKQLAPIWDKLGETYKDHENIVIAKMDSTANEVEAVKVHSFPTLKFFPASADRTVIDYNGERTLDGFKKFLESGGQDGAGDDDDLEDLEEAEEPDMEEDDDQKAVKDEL
CaV13 ICDI inh – Primary screen for inhibitors of IQ motif and Ca2+-dependent inactivation inhibitor domain binding in CACNA1D, Förster resonance energy transfer in living cells, …. actives 0.098% (n = 340,000). HEK cells, CFP/YFP FRET ICDI-IQ, plate reader, 10 min; percent FRET-ratio fall versus neutral wells. inhibition, % at 12.3 µM;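 active = mean replicate inhibition of at least 30% and at least 1% of replicates passing that level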;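 note: 0% = median of the neutral control wells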
HIF-2a block – inhibitors of HIF-2a; 786-0 RCC cells HIF-2a reporter, luciferase luminescence, overnight; inhibition, % at 18.8 µM; actives 0.72% (n = 360,000); AID 624352;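 active = inhibition of the luminescence signal of 40% or more relative to plate controls, in a single-dose primary screen at 18.75 µM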
Vif inh – blocks HIV Vif function; actives 0.35% (n = 340,000); HEK293T cells, Vif self-association by quenched fluorescence, imaging, 24 h; inhibition, % at 7.49 µM; in the data active = inhibition above about 50%, passing the limit was not always enough; note: some results filed as inactive read as strong as hits
Peg3 prom inh – Peg3 promoter activity inhibition | HeLa PEG-Prom luciferase reporter, luminescence, overnight | inhibition, % at 20 µM | actives 1.7% (n = 360,000) | AID 588405;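 active = inhibition of at least 50% at 20 µM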
* hit, by the source's call; . = no result given.

SMILES	CF NFkB inh	Shn3 3UTR inh	NR2E3 ag-1	NR2E3 ag-2	KKLEB tox	TRPM1 prom inh	PDI turbidity	CaV13 ICDI inh	HIF-2a block	Vif inh	Peg3 prom inh
CCN(C[C@H]1N[C@@](CC)(C(=O)OC)[C@H]2C(=O)N(Cc3ccccc3)C(=O)[C@@H]12)S(=O)(=O)c1ccccc1	-18.6	45.7	-7.5	.	7.9	-2.0	12.1	-4.2	12.7	-5.1	15.2
O=C(NC1CCCCC1)N1CCC(c2nc(-c3ccc(S(=O)(=O)N4CCCC4)cc3)no2)CC1	14.1	70.5	1.4	-1.0	-5.8	5.4	-2.2	-8.7	-6.8	-25.2	21.0
Cc1ccc2cc(CCNC(=O)C(C)(C)C)c(=O)[nH]c2c1	-16.9	-16.3	8.3	4.4	-8.3	9.7	14.4	-7.7	-17.6	0.4	7.6
CCO[C@@H]1OC(C(=O)N2CCN(C)CC2)=C[C@H](c2ccc(C(F)(F)F)cc2)[C@H]1CCCO	10.0	-0.1	16.7	1.7	0.2	9.8	-6.3	-9.5	14.1	-9.1	-3.8
O=C(CCCC(=O)N(CC(=O)NC1CCCC1)c1cccc(F)c1)Nc1ccccn1	-8.0	-9.7	-41.0	-0.3	-2.3	0.8	-8.3	-3.8	17.3	-1.4	-7.0
COc1ccc(NC(=S)Nc2cccc(Cl)c2Cl)cc1OC	-3.2	4.5	-2.0	3.0	1.9	0.6	-0.8	0.2	-20.2	-9.0	-8.1
CCNS(=O)(=O)c1ccc(NC(=O)c2ccc(Cn3cc(Br)cn3)o2)cc1	-1.0	18.9	-4.9	2.9	4.7	1.9	-4.1	-3.8	18.9	-15.2	32.0
Cc1[nH]c(=O)[nH]c(=O)c1S(=O)(=O)N1CCN(c2ccccc2F)CC1	6.6	-23.8	1.2	0.5	7.8	-1.2	10.8	.	-8.0	2.5	2.9
COC(=O)c1ccccc1NC(=O)c1ccc2c(c1)C(=O)N(Cc1ccco1)C2=O	2.8	-7.4	3.6	1.4	1.5	-1.5	1.0	.	13.9	-3.3	18.6
c1cc(OCCCN2CCCCC2)ccc1CN1CCCCC1	-9.7	-3.6	-4.0	-2.6	3.6	-7.2	1.5	-17.2	16.4	7.6	-11.2
O=S(=O)(c1ccccc1)N1CCN(c2cc(-c3ccccc3)nc3ncnn23)CC1	14.7	84.3*	-0.8	-0.5	9.1	48.5	-5.9	-4.0	10.3	.	14.5
CCSC1=C(C#N)C2(CCCC2)C(C#N)=C(N)N1	13.9	43.4	11.0	-0.5	-14.4	5.3	-0.7	.	19.3	-3.2	6.2
CCc1noc(C)c1C(=O)OCC(=O)c1ccc(NC(C)=O)cc1F	-7.7	5.3	11.6	.	1.0	8.9	0.2	-16.7	3.7	10.4	5.6
Nc1ccc(N)c(C(=O)O)c1	-4.1	-13.5	-15.1	5.4	-0.5	26.5	18.1	.	23.4	8.9	11.2
CC1CCN(C(=O)CSc2nnc(CN3CCOCC3)n2-c2ccccc2)CC1	10.6	4.4	-15.0	0.2	-1.1	3.1	1.5	-4.8	13.5	6.6	-13.5
CC(C)Cn1c(=O)c(C(=O)N/N=C/c2cccc(F)c2)c(O)c2ccccc21	5.0	54.4	13.6	-0.3	-14.1	26.6	-7.1	-3.6	18.1	-0.6	6.4
COc1ccc(N2CCN(Cc3nc4ccccc4n3C)CC2)cc1	8.2	10.0	34.4	-0.8	1.6	12.6	2.5	-3.1	0.2	1.3	12.0
COc1cc(OC)c(N(C)S(=O)(=O)c2cccc(C(=O)Nc3nc(C)cs3)c2)cc1Cl	11.6	-0.7	-11.5	-1.5	1.2	8.2	1.4	-2.2	27.1	-7.6	22.6
Cc1ccc2c(c1)N(CCCC(=O)NCc1cccnc1)C(=O)CO2	2.0	-3.9	12.3	-1.6	7.4	-0.9	-3.0	-8.8	1.6	-10.8	1.9
O=[N+]([O-])c1ccc(Cl)cc1N/N=C/c1ccncc1	-18.2	0.4	19.3	1.0	0.6	-2.8	-3.6	-2.6	18.6	12.0	41.7
COC(=O)N1CCc2c(sc(NC(=O)C3=COCCO3)c2C#N)C1	19.9	-2.6	-40.7	-2.0	-21.7	-0.3	-3.9	-15.3	-62.1	-12.4	-25.9
Cc1cccc(C)c1NC(=O)CNC(=O)c1ccc2c(c1)NC(=O)CS2	-5.9	24.5	-11.1	.	12.4	9.3	-4.7	-5.0	4.7	0.1	1.3
NS(=O)(=O)c1ccc(CCNCC#Cc2ccccc2)cc1	9.7	10.5	-14.2	2.2	-13.2	0.8	2.3	-2.3	17.2	0.8	6.3
O=C(CCCNC(=O)c1ccc(Cl)cc1)Nc1cccc(S(=O)(=O)N2CCCCC2)c1	-5.4	-3.0	-18.2	3.1	-11.1	8.9	17.0	-7.6	2.5	-3.7	8.3

Some entries already given with just NR2E3 ag-2.
molecule | NR2E3 ag-2
Cc1ccc2c(c1)N(CCCC(=O)NCc1cccnc1)C(=O)CO2 | -1.6
CC1CCN(C(=O)CSc2nnc(CN3CCOCC3)n2-c2ccccc2)CC1 | 0.2
COC(=O)N1CCc2c(sc(NC(=O)C3=COCCO3)c2C#N)C1 | -2.0

(listing goes on)
SMILES	CF NFkB inh	Shn3 3UTR inh	NR2E3 ag-1	NR2E3 ag-2	KKLEB tox	TRPM1 prom inh	PDI turbidity	CaV13 ICDI inh	HIF-2a block	Vif inh	Peg3 prom inh
c1ccc(CN2CCN(c3ncnc4nc[nH]c34)CC2)cc1	7.8	19.0	5.4	3.9	-8.8	-9.5	-8.0	-6.7	13.6	-5.6	-3.2
Cc1cc(=O)oc2cc(OCC(=O)OCC(=O)NCc3ccc4c(c3)OCO4)ccc12	6.1	-6.7	-30.6	0.1	-3.0	-5.0	-2.4	-5.4	10.7	8.1	7.2
CN(c1ccc(OCC(=O)NC2=NCCS2)cc1)S(=O)(=O)c1ccc(F)cc1	-11.6	2.3	2.7	-0.5	26.1	-9.5	-2.9	-2.0	1.3	-3.8	-0.7
CC(=O)C1=C(C)Nc2cc(C(F)(F)F)ccc2S1	4.5	0.4	-14.7	-1.2	5.7	-4.0	11.7	.	-65.4	-12.8	-13.8
O=C(C=C=Nc1ccccc1)C(=O)N=C=Cc1ccccc1	92.4*	-3.2	-8.6	-0.6	-20.3	81.9*	1.0	-27.3	75.3*	-4.0	101.8*
CCn1c2ccccc2c2cc(NC(=O)CNCc3ccccc3OC)ccc21	13.0	19.3	-88.3	0.2	-9.0	17.8	-1.4	-6.9	8.9	4.1	27.0
O=C(Nc1ccc(CN2CCCCC2)cc1)Nc1ccccc1Cl	-14.3	-49.3	-50.3	2.1	0.8	-66.9	-6.2	-6.5	-158.9	11.9	-185.9
Cc1ccc(CNC(=O)c2cc(-c3ccccc3C)nn2CC2CC(c3cccnc3)=NO2)cc1 (configuration not stated)	14.1	92.3*	-21.8	.	-10.2	-15.5	2.4	-8.5	14.9	2.0	14.0
Cn1cccc1C(=O)Nc1nccs1	3.0	-42.8	-26.9	-1.0	1.8	-3.4	-1.3	-4.8	-92.6	-2.4	-29.4
CCOc1ccc(NC(=O)c2cnsn2)cc1	-11.9	10.3	-136.2	3.8	2.8	-11.5	1.2	.	-27.9	3.4	-28.9
O=C(NCCOc1ccc(Cl)cc1)C1CC(=O)N(c2ccc(F)cc2)C1 (configuration not stated)	-10.0	-4.2	-16.7	2.7	12.5	1.8	4.9	-9.5	23.4	-5.8	-2.1
COc1cccc(/C=C2\SC(=N)N(c3ccc(F)cc3)C2=O)c1	12.3	9.0	-6.8	2.6	-17.9	-8.9	-13.7	-3.9	12.6	3.3	-16.4

The closing 2 records of the part before lead into the next.
SMILES	CF NFkB inh	Shn3 3UTR inh	NR2E3 ag-1	NR2E3 ag-2	KKLEB tox	TRPM1 prom inh	PDI turbidity	CaV13 ICDI inh	HIF-2a block	Vif inh	Peg3 prom inh
O=C(NCCOc1ccc(Cl)cc1)C1CC(=O)N(c2ccc(F)cc2)C1 (configuration not stated)	-10.0	-4.2	-16.7	2.7	12.5	1.8	4.9	-9.5	23.4	-5.8	-2.1
COc1cccc(/C=C2\SC(=N)N(c3ccc(F)cc3)C2=O)c1	12.3	9.0	-6.8	2.6	-17.9	-8.9	-13.7	-3.9	12.6	3.3	-16.4
CCOC(=O)c1cn(CC)c2ccc(Br)cc2c1=O	-15.7	-0.1	-30.4	1.4	6.8	1.1	13.3	-2.7	13.3	1.6	11.6
CC(/C=N/N1C(=O)CSC1=S)=C\c1ccccc1	-0.8	-0.4	-25.3	-2.9	3.3	-2.4	1.7	-4.0	-2.4	5.8	6.8
Cn1c(CN2CCCC2)nc2cc(NC(=O)c3cccs3)ccc21	8.4	-12.2	-25.1	0.9	6.5	-8.9	-1.1	-2.9	-92.3	-1.6	-100.4
Cc1ccc(CC(=O)Nc2nc3ccccc3[nH]2)cc1C	4.6	-3.6	-9.0	3.7	3.3	-7.4	-7.7	.	-20.1	.	-12.0
COc1ccc(NC(=O)Nc2ccc3oc(C)nc3c2)cc1	0.9	-20.2	-39.2	-0.3	11.6	-42.1	-0.4	-4.9	-232.2	1.1	-207.3
OCCn1c(-c2ccccc2)csc1=Nc1ccccc1	1.1	-16.9	-63.0	0.2	-13.2	-21.5	-16.7	-4.3	-119.7	0.7	-115.1
COc1ccc(CNC(=O)CC2C(=O)NCCN2C2Cc3ccccc3C2)cc1 (configuration not stated)	3.2	-11.0	10.0	1.1	-2.8	-6.1	-0.1	-7.1	11.5	.	13.8
O=C(Nc1c2c(nn1-c1ccccc1)CS(=O)(=O)C2)c1ccco1	2.3	0.2	-16.5	-0.1	-0.2	-5.1	1.4	-2.8	18.3	-5.0	3.7
Cc1ccc(C(=O)Nc2ccc3nc(C)sc3c2)s1	-8.9	-59.8	-165.1	0.6	11.8	-52.4	-7.1	.	-288.3	-6.1	-325.4
CC(C)(C)C(=O)Nc1ccccc1C(=O)NCCC(=O)Nc1ccccc1	1.3	15.4	14.5	1.8	-12.6	-17.9	-3.7	-9.3	-2.1	-6.6	-0.9
Cc1ccc2c(nc3s/c(=C/c4cccs4)c(=O)n32)c1C	-9.6	-86.8	-23.8	.	4.5	-33.8	3.1	.	-163.0	10.5	-288.8
COc1ccc(N2CCN(C(=O)c3c(C)nn(-c4ccccc4)c3C)CC2)cc1	0.4	14.6	5.8	-0.4	-2.1	4.7	6.4	-4.4	18.0	-18.1	18.6
COc1ccc(NC(=O)CSCc2cc(=O)n3nc(C4CC4)sc3n2)cc1	-12.2	-7.7	7.2	2.9	10.5	5.3	1.7	-4.5	2.4	-6.9	4.7
CN(CCc1ccccc1)C(=O)c1ccc(NC(=O)Cc2cccc(NC(=O)C3CCN(S(=O)(=O)c4cccc([N+](=O)[O-])c4)CC3)c2)cc1	0.3	-4.3	-21.3	.	11.0	-4.4	3.7	-5.6	-16.6	-3.3	-6.2

Compound activity (PubChem BioAssay)

This is a random part of the collection. Share with any hit: about 3.3%.
